# Nrf2 activator: activators of Nrf2 (ARE) signaling | AID 624171 | AREc32 ARE-luciferase reporter (MCF7-derived line), luminescence, 24 h | 410,000 compounds, 0.31% hits | Potency, µM (series often up to 46.1 µM), for inactives: top-dose activation, usual class: activators; also: potency is read from the fitted curve at half-maximal effect; % of control where 0% means no effect; nearly all actives have a fitted effect of over 65% in size
#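 AREc32 cells carrying an ARE-driven firefly luciferase, 1000 cells/well in OPTI-MEM with 5% FBS, dosed after overnight attachment and incubated 24 hr at 37 deg C. Steady-Glo luminescence read after 30 min at RT.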
# ATXN viability: reduces viability in counter-screen for ATXN expression inhibitors; AID 651635; 400,000 compounds, 0.49% hits; S2 cells (HEK-293 line with an ATXN2-luciferase reporter) viability, CellTiter-Fluor protease fluorescence, 24 h; Potency, µM (top dose mostly 56.7 µM), most hits filed as cytotoxic; also: potency is read from the fitted curve at half-maximal effect; nearly all actives have a fitted effect of over 40% in size
# A549 viability: counter-screen for Nrf2 inhibitors: cytotoxicity in A549 cells | A549 ARE-Fluc cells, CellTiter-Fluor viability, 18-24 h | Potency, µM (highest dose often 46 µM), without a hit: at the top dose activity change, negative = cytotoxicity, most hits filed as inhibitors | 390,000 compounds, 0.16% hits; also: potency is read from the fitted curve at half-maximal effect; % is scaled to controls: 0 for no effect and ±100 for the full control effect
#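 A549 ARE_Fluc cells in 5% FBS OPTI-MEM were exposed to compounds in concentration-response for 18-24 h at 37 deg C. Viability was read by CellTiter-Fluor fluorescence (Ex 405/Em 525) after 30 min, before the luciferase read.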
# Nrf2 inh: inhibitors of Nrf2 signaling. A549 ARE-Fluc reporter, luciferase luminescence, 18-24 h. Potency, µM (titrated, usually from 46 µM), inactives show top-dose activity change, negative = inhibition, usual class: inhibitors. 360,000 compounds, 2.1% hits; also: potency is read from the fitted curve at half-maximal effect; % is scaled to controls: 0 for no effect and ±100 for the full control effect; nearly all actives have a fitted effect of over 60% in size
#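 Nrf2 function is reported as luminescence of an ARE-controlled luciferase in A549 cells. Compounds were tested at several concentrations, and a CellTiter-Fluor read on the same wells flagged cytotoxicity.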
# IL1B secr inh: blocks inflammasome-driven IL-1 beta release; THP-1 LPS/ATP IL-1B secretion, AlphaLISA, 16 h; stronger effect = lower value; activity change, % at 57.5 µM; 360,000 compounds, 4.7% hits; AID 743279; in the data active = activity change below about -50%; inconclusive = mostly about -30% to -49%; also: % is scaled to controls: 0 for no effect and ±100 for the full control effect
#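 Secreted IL-1B measured by AlphaLISA bead assay after 16 h compound exposure of THP-1 cells; compounds (final up to 57.5 uM) added 1 h before LPS (250 ng/mL) and ATP (1.25 mM) stimulation; lower signal means less secretion.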
# ATXN2 expr inh: reduces ATXN2 reporter expression in HEK-293 cells; Potency, µM (doses to about 57 µM), for the others: at the highest dose activity change, negative = inhibition, usual class: inhibitors; HEK-293 ATXN2-luciferase reporter, luminescence, 24 h; 360,000 compounds, 0.72% hits; also: potency is read from the fitted curve at half-maximal effect; % is scaled to controls: 0 for no effect and ±100 for the full control effect; nearly all actives have a fitted effect of over 55% in size
#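 ATXN2-luciferase reporter cells (luciferase flanked by upstream and downstream ATXN2 gene portions) were treated 24 h at 37 °C with compounds at up to 57 uM. SteadyGlo luminescence gave expression; GF-AFC fluorescence gave viability.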
# MCF10A rereplic: inducers of DNA re-replication in MCF 10A breast cells; AID 624296; 350,000 compounds, 2.9% hits; MCF 10A DNA re-replication, Hoechst nuclear intensity, 48 h; Potency, µM (highest dose often 46.1 µM), for the others: at the highest dose activity, positive = re-replication, actives largely listed as activators; also: potency is read from the fitted curve at half-maximal effect; % of control where 0% means no effect; nearly all actives have a fitted effect of over 50% in size
# TGFb SMAD3 inh: TGF-b pathway inhibition. 410,000 compounds, 1.2% hits. Potency, µM (top dose mostly 46.1 µM), inactives show at the top dose activity, negative = inhibition, usual class: inhibitors. HepG2 CAGA-GFP TGF-b/SMAD3 reporter, GFP fluorescence, 18 h; TGF-beta stimulated, 500 pg/mL final; also: potency is read from the fitted curve at half-maximal effect; % is scaled to controls: 0 for no effect and ±100 for the full control effect; nearly all actives have a fitted effect of over 65% in size
#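 Cell-based qHTS in HEPG2 carrying a CAGA-GFP Smad reporter; compounds added before 500 pg/mL final TGF-beta, 18 h incubation at 37 degrees C, GFP fluorescence quantified per cell by imaging cytometry.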
# HepG2 viability: counter-screen for TGF-b inhibitors: cytotoxicity in HepG2 cells; HepG2 CAGA-GFP viability, ATP luminescence, 18 h; Potency, µM (titrated, usually from 46.1 µM), for the others: top-dose activity change, negative = cytotoxicity, actives largely listed as cytotoxic; 410,000 compounds, 0.76% hits; AID 588856; also: potency is read from the fitted curve at half-maximal effect; some results filed as inactive show a strong effect at the top dose
#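 CellTiter-Glo luminescence gave cytotoxicity after 18 hours at 37 degrees C. The cells were HepG2 CAGA-GFP in 1% FBS DMEM, stimulated with 500 pg/mL TGF-beta after compound addition. %Activity was normalised to no-cell wells (complete cell-killing) and DMSO (no toxicity), and curves were fitted and classified.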
# Starred values were filed as active, the others as inactive; i = inactive; ? = inconclusive; . = no result given; & = joins results of further samples; ! = a repeat was not active; [ ] = remark or other dose. Unless noted, calls follow the shape of the dose curve; as a rule, active = well fitted curve in the direction sought with a large enough effect; inconclusive = small, poorly fitted or top-dose-only effect, or another doubt; inactive = no such curve, though single readings can be large; an effect the other way counts as inactive or inconclusive. No enrichment for hits (roughly 8.8% active in at least one column).
Molecule	Nrf2 activator	ATXN viability	A549 viability	Nrf2 inh	IL1B secr inh	ATXN2 expr inh	MCF10A rereplic	TGFb SMAD3 inh	HepG2 viability
COC(=O)c1scc(C)c1S(=O)(=O)Nc1ccc(C)cc1	0.6%	.	5%	?	.	33%	?	-25%	-9%
O=S1(=O)Nc2c(cc(Cl)c3ccc(Cl)nc23)-c2ccccc21	.	.	-3%	19%	.	.	.	-1%	2%
O=S(=O)(O)c1cc(OS(=O)(=O)c2ccccc2)cc2ccccc12	-0.6%	?	-4%	1%	2	-46%	14%	2%	-46%
O=C(NC1CCCC1)C1CCN(C(=O)c2cccc(Cl)c2)CC1	-0.5%	i	1%	-4%	13	-5%	14%	0%	3%
Cc1cc(S(=O)(=O)n2cnc3ccccc32)c(C)cc1Cl	-1.5%	i	2%	.	2	25%	5%	-7%	-6%
CCC1CCc2nc3sc(C(=O)Nc4ccc(C)cc4)c(N)c3cc2C1 (stereo unspecified)	3.2%	.	0%	4%	.	.	.	.	-8%
CCC(C(=O)NC1CCCC1)N(C(=O)Cn1nnc(-c2ccc(C)cc2)n1)C1CCCC1 (stereo unspecified)	-0.8%	?	-8%	-13%	-54*	-13%	-6%	4%	6%
Cc1cc(N2CCN(C3CCCCC3)CC2)n2nc(C)nc2n1	-0.7%	i	-7%	1%	11	1%	12%	11%	7%
C#CCSc1nc2[nH]ncc2c(=O)[nH]1	0.3%	i	-1%	13%	6	-5%	-1%	21%	10%
COc1cc(SC)ccc1C(=O)OCC(=O)NC1CC1	2.0%	i	0%	15%	36	-3%	0%	3%	-1%

# Profiles from above. Values in the order: Nrf2 activator | ATXN viability | A549 viability | Nrf2 inh | IL1B secr inh | ATXN2 expr inh | MCF10A rereplic | TGFb SMAD3 inh | HepG2 viability
# Listed for COC(=O)c1scc(C)c1S(=O)(=O)Nc1ccc(C)cc1 = 0.6% | . | 5% | ? | . | 33% | ? | -25% | -9%
# Listed for Cc1cc(S(=O)(=O)n2cnc3ccccc32)c(C)cc1Cl = -1.5% | i | 2% | . | 2 | 25% | 5% | -7% | -6%
# Listed for O=S(=O)(O)c1cc(OS(=O)(=O)c2ccccc2)cc2ccccc12 = -0.6% | ? | -4% | 1% | 2 | -46% | 14% | 2% | -46%
# Listed for Cc1cc(N2CCN(C3CCCCC3)CC2)n2nc(C)nc2n1 = -0.7% | i | -7% | 1% | 11 | 1% | 12% | 11% | 7%
# Listed for O=C(NC1CCCC1)C1CCN(C(=O)c2cccc(Cl)c2)CC1 = -0.5% | i | 1% | -4% | 13 | -5% | 14% | 0% | 3%

# Next records:
Molecule	Nrf2 activator	ATXN viability	A549 viability	Nrf2 inh	IL1B secr inh	ATXN2 expr inh	MCF10A rereplic	TGFb SMAD3 inh	HepG2 viability
CCCN(C(=O)C1CC(=O)N(c2ccccc2C(C)CC)C1)C1CCS(=O)(=O)C1 (stereo unspecified)	-0.7%	?	-4%	4%	2	-7%	-1%	1%	8%
C[C@H](NC(=O)c1nc[nH]c1C(=O)N[C@@H](CCCCNC(=O)OC(C)(C)C)C(=O)OC(C)(C)C)C(=O)OCc1ccccc1	-0.5%	?	-3%	6%	1	-17%	?	?	-15%
Cc1ccc(C)c(NS(=O)(=O)c2ccccc2C)c1	-0.3%	?	0%	-15%	12	-8%	?	-3%	3%
Cc1ccc(/C=C/C(=O)NC(=S)Nc2ccc(S(=O)(=O)Nc3cc(C)on3)cc2)cc1	7.6%	i	-12%	-12%	45	12%	?	?	-22%
Cn1cccc1CC(=O)N/N=C\c1cccs1	2.8%	i	-6%	4%	8	-4%	-1%	-4%	-4%
O=C(O)c1cc(-c2ccc(/C=N/N3C(=O)C4C5C=CC(C6CC56)C4C3=O)o2)ccc1Cl (stereo unspecified)	-0.6%	i	8%	6%	31	-25%	-1%	10%	-2%
O=S(=O)(Nc1ccc2c(c1)OCO2)c1ccc(Cl)cc1F	-0.5%	i	1%	5%	-16	1%	16%	1%	0%
COCCN(Cc1cc2cc3c(cc2nc1Cl)OCO3)C(=O)Nc1ccccc1OC	-0.1%	i	13%	6%	-26	-20%	-25%	0%	-4%
CCC1CN(C(=O)N2CCC(C(=O)NCCCc3ccccc3)CC2)c2cc(C)ccc2O1 (stereo unspecified)	0.8%	.	-7%	-6%	.	.	.	-48%	-14%
CCc1cc2c(=O)c(-c3nc4ccccc4[nH]3)coc2c(CN2CCCCC2)c1O	0.0%	i	2%	2%	-6	25%	17%	0%	7%
CC(=O)c1ccc(OCc2c(-c3ccccc3)nnn2CC(=O)NS(=O)(=O)c2ccc(C)cc2)cc1	-1.2%	i	.	.	27	11%	.	1%	10%
C/C(N)=C(/C#N)C(=O)CSc1nnc(-c2ccccc2Br)o1	5.6%	i	-18%	.	5	-13%	10%	0%	-35%
Cc1ccc(C)c(-n2nnnc2SCC(=O)NCCC2=CCCCC2)c1	1.9%	i	.	18µM*	7	-2%	?	-24%	-1%
C=CCNC(=O)c1cc(Cl)ccn1	3.7%	i	-1%	1%	-18	1%	1%	0%	6%
CC1=Nc2cc(C(=O)O)ccc2Sc2ccc(C)cc21	-0.1%	i	1%	0%	55	11%[11.3 µM]	-2%	0%	5%
CCCC/C(O)=C1\C(=O)CCCC1=NCCc1c(C)[nH]c2ccccc12	0.4%	i	2%	3%	-16	-8%	6%	-11%	-13%
Cc1c(C#N)c2ncn(Cc3ccccc3)c(=O)c2n1-c1ccccc1	-0.7%	i	-2%	.	-23	-2%	0%	15%	9%
CC(=O)Nc1ccc(S(=O)(=O)N2CCC(c3nnc(-c4ccc(C)cc4)o3)CC2)cc1	9.8%&12%	18µM*	-29%&-5%	?	-14	20µM*!	18%	?	-50%&-36%
Oc1ccc(NC(=S)N=Nc2c(O)[nH]c3ccccc23)cc1	6.9%	?	-10%	?	-66*	-16%[11.3 µM]	-4%	?	-15%
CC(C)c1ccc(S(=O)(=O)N2CCCCC2)cc1	0.2%	i	-2%	-3%	29	0%	1%	-11%	-17%
CCC(=O)Nc1cccc(Br)c1	-0.2%	i	-9%	-4%	-5	4%	-4%	15%	25%
Cc1ccc(-c2nc(CCNC(=O)C(=O)Nc3ccc(C)c(Cl)c3)cs2)cc1	0.8%	.	-5%	.	.	.	.	-4%	0%
Cc1cc(-c2ccccc2)nc(N/N=C/c2ccc([N+](=O)[O-])cc2)n1	3.6%	i	-8%	?	-87*	-29%	9%	22%	-2%
COc1cccc(NC(=O)Nc2ccncc2)c1	3.2%	i	1%	15%	30	7%	-6%	4%	2%
Cn1c(SCC(=O)c2ccc3c(c2)NC(=O)CO3)nc2ccccc21	0.3%	i	-4%	16%	43	7%	-3%	3%	0%
CCCCNS(=O)(=O)c1ccc2nc(-c3cccnc3)cc(C(=O)NCCCOCC)c2c1	-1.0%	i	-1%	.	.	10%	.	25%	16%
Cc1ccc(-c2nn(Cc3ccccc3)cc2C(=O)N2CCN(c3ccccn3)CC2)cc1	-0.7%	?	-6%	3%	-12	.	-1%	-17%	-22%
Cc1ccc2nc(N(Cc3cccnc3)C(=O)c3ccc4c(c3)OCCO4)sc2c1	4.8%	.	-2%	.	.	.	.	-3%	-15%
CCOC(=O)N/N=C/c1c(C)c(C(=O)c2ccc(F)cc2)n2ccccc12	0.0%	i	-5%	10%	77	-3%	-2%	-6%	-2%
O=C(NCc1ccccc1)C1CCCN(S(=O)(=O)c2cccnc2)C1 (stereo unspecified)	-0.5%	i	2%	11%	0	4%	2%	8%	-2%
CCN(CC)c1nn2c(=O)c(C(=O)NCCc3cccc(C)c3)cnc2s1	4.0%	.	1%	-8%	.	.	.	0%	-43%
COc1ccc(N2C(=O)CS/C2=C\[N+](=O)[O-])cc1	0.4%	i	.	?	-19	-3%	5%	-5%	-7%
CC(CCc1ccccc1)NC(=O)COc1ccc(S(=O)(=O)N2CCOCC2)cc1[N+](=O)[O-] (stereo unspecified)	0.0%	i	-15%	-25%	-11	-14%	19%	-16%	-7%
COc1ccc(CNC(=O)c2coc(=O)c3ccccc23)cc1	-0.4%	i	1%	-8%	8	16%	17%	-3%	-17%
CCN(CC)S(=O)(=O)c1ccc2c(c1)N(CC(=O)Nc1ccc(F)cc1)C(=O)CO2	0.1%	.	-15%	-8%	.	.	.	.	-7%
CNC(=O)/C=C/c1cc(C(=O)c2ccc(Cl)cc2Cl)cn1C	3.2%	i	-15%	?	22	.	?	-11%	1%
Cn1nnnc1Sc1ncnc2scc(-c3cccc4c3sc3ccccc34)c12	?	?	?	-16%&16%	.	16µM*	?	10µM*	-45%
C=CCNC(=O)c1cccc(OC2CCN(CC(C)(C)C)CC2)c1	-0.9%	i	0%	0%	12	.	0%	1%	3%
C=CCc1cccc(/C=C/c2cc(=O)c3ccccc3[nH]2)c1O	5.2%	?	0%	-15%	-17	-22%	10%	-8%	-18%
O=C(COC(=O)CCS(=O)(=O)c1ccccc1)Nc1ccccc1	-1.5%	.	12%	-6%	10	.	14%	2%	-10%
O=C1NCCN1C(=O)c1ccccc1F	-0.3%	i	-14%	7%	0	1%	-1%	-1%	17%
C[C@H]1CN([C@@H](C)CO)C(=O)Cc2cc(NC(=O)Nc3ccccc3)ccc2O[C@H]1CN(C)Cc1ccccc1	3.4%	28µM*	-7%	?	-72*	?	?	?	-82%

# From PubChem BioAssay
